# Compound activity: PubChem BioAssay, several laboratories
# MITF act = activators of MITF-driven TRPM1 promoter activity in SK-MEL-5 cells | SK-MEL-5 TRPM1-promoter luciferase, 24 h; % of positive control, neutral wells = 0 | activation, % at 12.5 µM | 0.75% of 300,000 active | AID 588334;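 active means mean activation of at least 80% with every replicate also reaching 80%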;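 further: 0% = neutral control wells and 100% = parthenolide positive control wells; values of inactives mirror those of a sister screen read the other way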
# AddAB inh = less growth of phage-infected E. coli with AddAB. E. coli expressing H. pylori AddAB, absorbance growth. inhibition, % at 11.9 µM. 0.29% of 330,000 active; in the data active means inhibition above about 12%;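 further: 0% = vehicle wells of infected cells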
# Ecoli viability = bacterial growth inhibition, counter-screen for AddAB inhibitors; E. coli V3065 growth, OD600 absorbance, 18 h; inhibition, % at 11.9 µM; 0.27% of 330,000 active; AID 449728;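 active means inhibition above the campaign's mean inhibition across all tested compounds plus 3 SD, cut at about 9.9% in these data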;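 further: uninfected addAB+ strain grown without phage in ampicillin broth; 0% = DMSO wells and 100% = ciprofloxacin 0.95 µg/ml wells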
# CAL PDZ FP-1 = blocks peptide binding to the human CAL PDZ domain. inhibition, % at 24.9 µM. AID 602252. Q9HD26. purified CAL PDZ, TMR-peptide fluorescence polarization, 1 h. 0.92% of 300,000 active;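 active means mean inhibition of at least 30% with at least half of replicates also reaching 30%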;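 further: 0% = DMSO neutral control and 100% = excess unlabeled competitor peptide PRC23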
# Tat export inh = blocks Tat-dependent protein export in E. coli. inhibition, % at 10 µM. AID 488895. 0.036% of 340,000 active. E. coli MC4100 TorA-mCherry Tat export, fluorescence;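 active means mean replicate inhibition at least 50% and at least half of replicates individually reaching 50%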;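 further: exported cargo escapes ClpAP degradation while cytoplasmic cargo is degraded and loses fluorescence; 0% = median of neutral control wells and 100% = median of NaSCN control wells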
# Wnt act = activates Wnt/beta-catenin signaling in a reporter cell assay. activator, plate reader. 1.2% of 300,000 active. AID 743398. activation, % at 9.35 µM; in the data active means activation above about 30%, passing the limit was not always enough;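 further: 0% = neutral control wells and 100% = positive control wells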
# SR-BI HDL uptake = blocks mouse SR-BI lipid uptake from DiI-HDL. Q61009. ldlA[mSR-BI] CHO cells, DiI-HDL uptake fluorescence, 3 h. inhibition, % at 12.5 µM. 0.96% of 320,000 active. AID 488896;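 active means mean replicate inhibition of at least 70% and a set share of replicates each scoring 70 or more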;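 further: 0% = median of neutral control wells and 100% = median of positive control wells; values of inactives mirror those of a sister screen read the other way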
# Target sequence (Q61009 whole entry, looked up): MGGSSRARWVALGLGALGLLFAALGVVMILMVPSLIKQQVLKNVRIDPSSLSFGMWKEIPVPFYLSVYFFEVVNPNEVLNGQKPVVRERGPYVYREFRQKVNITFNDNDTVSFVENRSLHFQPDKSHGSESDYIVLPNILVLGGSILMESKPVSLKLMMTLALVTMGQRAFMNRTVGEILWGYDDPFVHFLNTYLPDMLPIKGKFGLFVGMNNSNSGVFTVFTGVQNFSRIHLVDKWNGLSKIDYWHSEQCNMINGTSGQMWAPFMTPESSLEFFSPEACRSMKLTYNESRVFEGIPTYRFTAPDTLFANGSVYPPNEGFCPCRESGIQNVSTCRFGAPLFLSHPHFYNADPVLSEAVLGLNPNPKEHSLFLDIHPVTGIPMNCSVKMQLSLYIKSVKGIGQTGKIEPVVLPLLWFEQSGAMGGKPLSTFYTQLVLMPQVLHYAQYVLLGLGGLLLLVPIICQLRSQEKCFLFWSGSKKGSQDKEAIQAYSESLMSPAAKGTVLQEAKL
# SR-BI uptake up = activators of SR-BI mediated HDL lipid uptake; CHO ldlA[mSR-BI] cells, DiI-HDL uptake fluorescence, 3 h; 100 = double the neutral-control signal; activation, % at 12.5 µM; 0.096% of 320,000 active; AID 504775;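 active means mean replicate activation of at least 60% and every replicate at or above 60%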;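 further: 0% = median plate neutral-control signal and 100% = twice that signal; values of inactives mirror those of a sister screen read the other way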
#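 System: CHO ldlA[mSR-BI] cells / Medium: HEPES-buffered (25 mM, pH 7.4) F12 plus 0.5% BSA / Probe or stimulus: labelled HDL, 10 µg/mL / Doses: single compound concentration, delivered by pin transfer / Schedule: 3 h, 37 °C / Measured by: DiI fluorescence, bottom read / Measure: cell-associated DiI fluorescence as measure of HDL uptake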
# CAL PDZ FP-2 = human CAL PDZ-peptide interaction inhibition; Q9HD26; purified CAL PDZ, TMR-peptide fluorescence polarization, 1 h; inhibition, % at 20 µM; 0.02% of 330,000 active; AID 504414;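 active means highest replicate inhibition of at least 40%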;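 further: plate controls were DMSO neutral control wells for no effect and unlabeled competitor peptide control wells for full effect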
#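 Read-out basis: mP drop reported as inhibition | Assay system: Tagged CAL PDZ protein CerCALP, purified | Benchmarks: Unlabelled peptide for full inhibition, DMSO wells as neutral | Schedule: 1 h incubation at room temperature before polarization reading | Buffer or medium: Sodium phosphate/NaCl buffer pH 7.4 with TCEP, IgG, Thesit | Doses: Single point, 20 µM | Measured by: Fluorescence polarization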
# phage Ecoli inh = E. coli growth loss with phage present. 0.26% of 360,000 active. inhibition, % at 11.9 µM. growth absorbance; in the data active means inhibition above about 11%
# * = called active by the depositor; · = no result given. Compounds were not picked by outcome (roughly 3.6% active in at least one column).
SMILES,MITF act,AddAB inh,Ecoli viability,CAL PDZ FP-1,Tat export inh,Wnt act,SR-BI HDL uptake,SR-BI uptake up,CAL PDZ FP-2,phage Ecoli inh
O=C(O)c1ccc(S(=O)(=O)c2ccccc2)s1,-11,·,·,-5,0,0,-1,1,0.8,3.0
CCCCn1c(SCC(=O)NC2CC(C)(C)NC(C)(C)C2)nc2cc(S(N)(=O)=O)ccc21,6,0.3,-1.0,-1,-8,4,-11,11,0.7,1.7
CCOC(=O)C1CCCN(CC(=O)Nc2c(C(=O)OC)[nH]c3ccc(Br)cc23)C1 (stereo not drawn),-3,3.3,-3.1,-1,8,-3,44,-44,-1.0,2.9
Cc1nn(-c2ccccc2)cc1C(=S)Nc1ccccc1,27,1.4,4.2,0,1,-3,27,-27,-2.3,6.4
COc1ccc(C2CN=NC23CCc2ccccc2C3=O)cc1 (stereo not drawn),-9,1.4,1.7,-1,-5,-9,-7,7,-0.6,4.2
CC1C(=O)N(Cc2ccccc2)c2ccccc2N1C(=O)c1ccccc1 (stereo not drawn),-7,1.1,2.2,-2,-3,6,-7,7,-0.3,-0.2
O=c1oc2ccccc2n1CSC1=NCCS1,-5,0.6,-1.7,4,-6,·,9,-9,-0.8,1.4
COc1ccc(S(=O)(=O)N2CCCC(C(=O)NCCN3CCOCC3)C2)cc1C (stereo not drawn),8,5.6,-1.1,-2,-13,-1,·,·,-2.5,-0.1
O=C(CN1CCN(Cc2ccccc2)CC1)N1CCCCCC1,-7,-1.4,-0.1,-3,7,-3,-11,11,-1.2,-0.3
CCc1ccc(C(C)NC(=O)c2cccs2)cc1 (stereo not drawn),-8,-0.2,-1.0,-4,-18,-1,14,-14,-0.4,3.7
Cc1oc(-c2ccc(Cl)cc2)nc1CS(=O)CC(=O)NCCCN1CCCC(C)C1 (stereo not drawn),8,2.2,-0.8,0,-4,0,-23,23,-2.9,-0.5
C/C(=N\Nc1ccc(S(=O)(=O)Nc2ccccc2)cc1[N+](=O)[O-])c1ccc(N2CCOCC2)cc1,-6,1.3,-2.4,-1,6,-2,·,·,0.3,1.2
Cc1ccc(S(=O)(=O)Nc2cccc(CP(=O)(c3ccccc3)c3ccccc3)c2)cc1,-6,-1.3,-0.8,-3,-6,-1,·,·,-1.7,2.9
O=C(NCc1cccc(C(F)(F)F)c1)N1CCN(C(=O)c2ccccc2)CC1,-4,0.2,-0.1,·,-2,-4,6,-6,0.8,3.2
Cc1cc(C)c2nc(NC(=O)CN3C(=O)NC4(CCCC4)C3=O)sc2c1,-44,0.9,0.2,-3,9,-3,-1,1,0.3,-0.2
Cc1nc2sc(C(c3ccc(Cl)cc3)N3CCN(CCO)CC3)c(O)n2n1 (stereo not drawn),·,0.5,-0.3,-1,-3,-2,-3,3,-0.3,2.5
CN(CC(=O)Nc1ccccc1Br)C(=O)CCc1nc2ccccc2c(=O)[nH]1,8,-1.6,0.6,0,6,-1,-1,1,-2.6,1.1
Cc1ccccc1CNC(=O)CCCC(=O)n1nc(C)c2ccccc21,6,1.2,0.7,6,-5,0,28,-28,-1.6,2.8
COc1ccc(OC)c2sc(NNC(=O)COc3ccccc3)nc12,-7,-1.9,0.8,4,-6,-3,-21,21,-3.6,3.5
CN(Cc1ccccc1)C(=O)NC1CCCCC1,4,-0.1,-1.4,-3,-9,0,2,-2,5.0,-0.2
CN(Cc1ccccc1)Cc1nc2c([nH]1)c(=O)n(C)c(=O)n2C,·,1.2,-0.8,-3,-3,-1,-19,19,-4.4,1.3
COC(=O)C(CC(=O)c1ccc(C)cc1)n1nc(C)cc1C (stereo not drawn),-1,0.2,-1.0,129*,3,0,-12,12,-0.5,0.6
O=[N+]([O-])c1ccccc1OCCCN1CCOCC1,11,2.7,0.8,-2,-2,2,-37,37,1.2,-0.2
O=C(C1CC(=O)N(c2ccc3c(c2)OCCO3)C1)N1CCN(Cc2ccccc2)CC1 (stereo not drawn),4,2.6,0.5,·,-4,-1,-13,13,-0.2,0.8
OCCOCCOCCn1c2ccccc2c2ccccc21,·,0.2,-2.5,-1,0,0,11,-11,-1.5,-0.1
# (list continues)
SMILES,MITF act,AddAB inh,Ecoli viability,CAL PDZ FP-1,Tat export inh,Wnt act,SR-BI HDL uptake,SR-BI uptake up,CAL PDZ FP-2,phage Ecoli inh
OCCN(CCO)CC(O)COCCC12CC3CC(CC(C3)C1)C2 (stereo not drawn),9,4.5,-1.4,-1,0,·,-5,5,-0.7,4.1
O=C1CC(N2CCC(O)CC2)C(=O)N1c1ccc(Br)cc1 (stereo not drawn),-13,3.3,-0.7,-3,5,0,-3,3,0.1,-0.1
O=C(Nc1ccncc1)c1ccc2ncsc2c1,29,1.4,2.1,-1,6,-2,16,-16,-0.7,5.2
CCOC(=O)C(C)Sc1ncc(OC)c(Sc2ccc(Cl)cc2)n1 (stereo not drawn),2,0.2,-2.0,-4,11,-9,-11,11,-2.8,3.5
O=c1[nH]c(C2CCCN(S(=O)(=O)c3ccccc3)C2)nc2c1nnn2Cc1ccccc1 (stereo not drawn),10,0.7,1.1,-2,11,·,-33,33,-3.8,-1.0
CC(=O)Nc1c(C(=O)O)oc2ccccc12,·,1.4,-0.5,0,12,·,2,-2,-2.4,2.2
NC(=S)N/N=C/c1ccc(-c2cc(Cl)cc(Cl)c2)o1,1,4.2,1.2,-8,2,·,78*,-78,-1.1,1.9
CCC(=O)N(c1ccc(F)cc1)C1C=CS(=O)(=O)C1 (stereo not drawn),0,0.6,0.9,-1,-1,-4,-35,35,0.8,1.4
Cc1onc(-c2ccccc2)c1C(=O)N/N=C/c1c[nH]c2ccccc12,-16,-0.2,-1.5,3,-2,-2,6,-6,-0.3,1.4
Cc1c(C(=O)N2CC3(CC(c4cccc(NC(=O)[C@H]5CCC(=O)N5)c4)=NO3)C[C@@H]2C(N)=O)cc([N+](=O)[O-])cc1[N+](=O)[O-] (stereo partly drawn),8,-0.2,-3.1,-5,-19,5,-21,21,-0.1,4.8
Cc1ccc(-n2nc3c(N4CCC(C(=O)NCc5cccc(F)c5)CC4)nnc(C)c3c2C)cc1,-21,1.1,-1.3,-1,-6,·,39,-39,-3.1,·
O=C(Cc1ccccc1F)Nc1nc2ccccc2[nH]1,15,-2.3,0.2,-2,-2,12,8,-8,-0.3,0.3
O=C(Cc1coc2cc3c(cc12)CCC3)NCC1(N2CCCCC2)CCCCC1,-3,0.3,-1.8,0,-13,-10,-8,8,-2.3,3.7
CC(NC(=O)c1ccc2c(c1)OCO2)C(c1cccs1)N1CCOCC1 (stereo not drawn),-3,0.4,-1.6,-1,5,-2,-20,20,-3.2,3.0
C=CCN(C(=O)CNS(=O)(=O)c1ccccc1)C(C(=O)NCCOC)c1ccncc1 (stereo not drawn),4,-1.5,1.6,1,-2,·,-24,24,-3.2,2.0
COC(=O)c1ccc(CNC(=O)COC(=O)c2cc(Cl)nc(Cl)c2)cc1,6,-8.9,0.5,-6,1,0,-15,15,22,5.1
CC(C)NC(=O)NC(=O)CSc1ncccn1,8,0.6,1.4,1,3,-1,-6,6,-4.9,3.0
CCC(CC)NC(=O)c1oc2ccccc2c1COc1ccccc1,-2,1.3,1.5,-3,20,·,21,-21,-1.0,0.7
CC(CCCC(C)(C)O)NC(=O)c1ccc(OC2CCN(C(=O)C3CC3)CC2)cc1 (stereo not drawn),-5,-1.5,-1.3,0,-1,-1,-3,4,·,4.1
COc1cc2c(cc1OC)-c1cc3ccc(OC)c(OC)c3c[n+]1CC2,3,-0.6,-2.1,-1,-6,-1,12,-12,-1.5,2.2
Cc1ccc(CN2CCN(Cc3ccc4ncccc4c3)CC2CCO)cc1 (stereo not drawn),3,2.5,0.3,1,-13,-1,-15,15,-0.7,4.3
COc1ccc(NC(=O)CSC2=C(C#N)C(c3ccco3)C3=C(CCCC3=O)N2)c(OC)c1 (stereo not drawn),6,-0.4,0.9,-2,4,7,-35,35,-3.4,2.0
Nc1nonc1-n1nnc(C(=O)N/N=C/c2ccc(Br)cc2)c1CN1CCOCC1,1,1.7,-0.5,-2,-15,-2,7,-7,-3.7,1.2
COc1cccc(CN2CC(C(=O)NCCCCc3ccccn3)CCC2=O)c1 (stereo not drawn),-7,·,·,-5,3,-3,7,-7,0.8,1.9
Cc1ccccc1OCC(=O)NCCNC(=O)c1ccccn1,-3,0.5,-0.8,-5,0,-3,-11,11,-3.6,4.7
# Next section.
SMILES,MITF act,AddAB inh,Ecoli viability,CAL PDZ FP-1,Tat export inh,Wnt act,SR-BI HDL uptake,SR-BI uptake up,CAL PDZ FP-2,phage Ecoli inh
Cn1cccc1/C=C(/C#N)C(N)=S,8,-1.0,0.3,3,1,·,-25,25,0.0,2.9
Cn1c(=O)n(Cc2ccccc2)c(=O)c2c1nc1n2CCCN1C1CCCCC1,-11,-0.9,-0.9,-6,23,-1,·,·,-0.6,0.3
COc1cc(/C=N/NC(=O)c2c(-c3ccccc3)noc2C)cc(OC)c1OC,3,1.2,-1.6,-2,-7,1,17,-17,-2.4,4.2
Cc1cccc(NC(=O)c2cc(S(=O)(=O)N3CCCCC3)c[nH]2)c1C,-12,-1.2,-0.6,·,-5,-1,5,-5,-0.2,2.4
Cc1ccccc1COC(=O)CN1C(=O)NC2(CCCC2)C1=O,12,-0.3,0.4,-2,6,·,3,-3,-0.8,0.4
Cc1nc2ccc(NC(=O)NCCO)cc2s1,7,1.3,0.7,-2,-10,·,5,-5,-0.3,2.6
Cc1ccoc1C(=O)N1CCN(C(=O)c2occc2C)CC1,-1,1.7,0.1,-4,-2,-1,-8,8,-1.3,2.6
Cc1nn(C2CCS(=O)(=O)C2)c2nc(C3CC3)cc(C(=O)Nc3ccc(C(N)=O)cc3)c12 (stereo not drawn),-3,·,·,-2,3,1,10,-10,-2.8,2.1
c1ccc(N(c2ccccc2)c2nc(N3CCCC3)nc(-n3ccnc3)n2)cc1,·,-0.5,-1.3,-4,-11,1,-17,17,-1.6,2.3
c1ccc(-c2ccc(C3CCCN3)cc2)cc1 (stereo not drawn),15,0.7,1.9,6,-2,0,-5,5,0.4,1.4
CS(=O)(=O)c1ccc2nc(NC(=O)Nc3ccccc3F)sc2c1,34,8.3,1.4,18,1,5,-3,3,-0.4,3.8
CCCn1nc(C(=O)OCc2nc(N)nc(Nc3ccccc3C)n2)c2ccccc2c1=O,-19,0.2,-0.7,·,-2,4,-15,15,-0.6,1.4

# 3 records picked at random from the list so far, as already listed:
SMILES,MITF act,AddAB inh,Ecoli viability,CAL PDZ FP-1,Tat export inh,Wnt act,SR-BI HDL uptake,SR-BI uptake up,CAL PDZ FP-2,phage Ecoli inh
c1ccc(N(c2ccccc2)c2nc(N3CCCC3)nc(-n3ccnc3)n2)cc1,·,-0.5,-1.3,-4,-11,1,-17,17,-1.6,2.3
Cn1c(=O)n(Cc2ccccc2)c(=O)c2c1nc1n2CCCN1C1CCCCC1,-11,-0.9,-0.9,-6,23,-1,·,·,-0.6,0.3
c1ccc(-c2ccc(C3CCCN3)cc2)cc1 (stereo not drawn),15,0.7,1.9,6,-2,0,-5,5,0.4,1.4
